CAL PDZ FP-1 = blocks peptide binding to the human CAL PDZ domain. AID 602252. 300,000 compounds, 0.92% hits. purified CAL PDZ, TMR-peptide fluorescence polarization, 1 h. inhibition, % at 24.9 µM;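 active = mean inhibition of at least 30% with at least half of replicates also reaching 30%; inconclusive = no clear call, values can overlap the other calls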;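 also: 0% = DMSO neutral control and 100% = excess unlabeled competitor peptide PRC23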
cardiac RTF act = cardiac RTF calcium sensitization | P19429+P45379 | IANBD-labeled TnC RTF fluorescence at EC20 calcium; 0% EC20 calcium, 100% full calcium | activation, % at 7.2 µM | 340,000 compounds, 0.24% hits | AID 493008;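 active = activation above the mean over all tested compounds plus 3 SD, cut at about 30% in these data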;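 also: rise in fluorescence read as greater calcium sensitivity of cardiac thin filaments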
Wnt act = activates Wnt/beta-catenin signaling in a reporter cell assay; AID 743398; activation, % at 9.35 µM; activator, plate reader; 300,000 compounds, 1.2% hits; in the data active = activation above about 30%, passing the limit was not always enough; inconclusive = no clear call, values can overlap the other calls;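 also: 0% = neutral control wells and 100% = positive control wells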
MITF TRPM1 HTS = increases MITF-driven TRPM1 promoter luciferase signal; SK-MEL-5 TRPM1-promoter luciferase, 24 h; % of positive control, neutral wells = 0; activation, % at 12.5 µM; 300,000 compounds, 0.75% hits; AID 588334;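 active = mean activation of at least 80% with every replicate also reaching 80%; inconclusive = mean reaches 80% but some replicate falls short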;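 also: 0% = neutral control wells and 100% = parthenolide positive control wells; values of inactives mirror those of a sister screen read the other way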
CAL PDZ FP-2 = inhibitors of human CAL PDZ peptide binding; AID 504414; Q9HD26; purified CAL PDZ, TMR-peptide fluorescence polarization, 1 h; inhibition, % at 20 µM; 330,000 compounds, 0.02% hits;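 active = highest replicate inhibition of at least 40%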;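 also: plate controls were DMSO neutral control wells for no effect and unlabeled competitor peptide control wells for full effect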
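Control set: unlabelled peptide and DMSO controls / Material: purified CerCALP PDZ construct / Timing: 1 h incubation at room temperature before polarization reading / Doses: 20 µM, one dose / Detection: fluorescence polarization (mP)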
V-ATPase pH = regulators of yeast V-ATPase proton transport | 350,000 compounds, 0.37% hits | S. cerevisiae, pHLuorin cytosolic pH fluorescence | response, % at 10 µM; in the data active = response mostly above about 7.3%, no sharp cut-off; inactive = mostly below about 5.4%; also: actives read high; inactives centre near 0; some compounds called inactive have numbers as strong as hits
CDK5 p35 inh = CDK5/p35 (human) kinase inhibition. Q00535+Q15078. inhibition, % at 10 µM. 330,000 compounds, 0.01% hits. Recombinant CDK5/p35, ADP-Glo luminescence, 60 min. AID 488839;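 active = highest replicate inhibition of at least 50% and at least 75% of replicates reaching 50%; inconclusive = only one of the two criteria met; inactive = both criteria failed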;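 also: plate controls were DMSO neutral control for no effect and GW8510 at 10 µM for full effect; many of its hits are not listed in these tables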
Target sequence (Q00535 whole entry, looked up): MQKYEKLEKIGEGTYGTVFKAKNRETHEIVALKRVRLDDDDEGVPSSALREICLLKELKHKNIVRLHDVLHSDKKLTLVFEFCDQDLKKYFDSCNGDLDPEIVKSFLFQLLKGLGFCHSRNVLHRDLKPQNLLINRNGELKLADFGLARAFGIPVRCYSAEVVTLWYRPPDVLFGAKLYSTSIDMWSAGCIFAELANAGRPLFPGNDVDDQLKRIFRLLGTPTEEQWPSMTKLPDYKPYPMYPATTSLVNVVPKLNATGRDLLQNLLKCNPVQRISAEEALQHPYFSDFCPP
Target sequence (Q15078 whole entry, looked up): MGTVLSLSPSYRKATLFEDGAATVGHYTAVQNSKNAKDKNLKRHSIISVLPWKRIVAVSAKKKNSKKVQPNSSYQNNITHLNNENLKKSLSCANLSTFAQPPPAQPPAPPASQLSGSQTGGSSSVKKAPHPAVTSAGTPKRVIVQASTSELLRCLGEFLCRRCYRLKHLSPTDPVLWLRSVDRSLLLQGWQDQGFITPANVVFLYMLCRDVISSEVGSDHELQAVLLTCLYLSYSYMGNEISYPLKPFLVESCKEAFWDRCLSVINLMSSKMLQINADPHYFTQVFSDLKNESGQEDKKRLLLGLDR
Tat transport = E. coli Tat transport inhibition | inhibition, % at 10 µM | AID 488895 | 340,000 compounds, 0.036% hits | E. coli MC4100 TorA-mCherry Tat export, fluorescence;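 active = mean replicate inhibition at least 50% and at least half of replicates individually reaching 50%; inconclusive = only one of the two criteria met; inactive = neither criterion met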;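 also: exported cargo escapes ClpAP degradation while cytoplasmic cargo is degraded and loses fluorescence; 0% = median of neutral control wells and 100% = median of NaSCN control wells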
Rtt109 HAT inh = blocks Candida albicans Rtt109/Vps75 acetyltransferase activity | inhibition, % at 34.9 µM | purified Rtt109/Vps75, ThioGlo CoA-SH fluorescence, 4 h | 330,000 compounds, 0.16% hits | Q5AAJ8;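 active = inhibition of at least 50% in every replicate; inconclusive = best replicate reaches 50% inhibition but some replicates fall short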
dFosB act = mouse delta FosB homodimer activation; activation, % at 25 µM; 340,000 compounds, 0.99% hits; purified delta FosB, TAMRA-CDK5 oligo fluorescence polarization; percent of positive-control signal above neutral wells; P13346; AID 493131;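 active = mean activation above about 17%, with every replicate also reaching it, limit read from the data, passing the limit was not always enough; inconclusive = only one of the two conditions met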;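 also: fluorescence polarization rise as delta FosB binds a TAMRA Cdk5 AP-1 oligo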
Target sequence (P13346 whole entry, looked up): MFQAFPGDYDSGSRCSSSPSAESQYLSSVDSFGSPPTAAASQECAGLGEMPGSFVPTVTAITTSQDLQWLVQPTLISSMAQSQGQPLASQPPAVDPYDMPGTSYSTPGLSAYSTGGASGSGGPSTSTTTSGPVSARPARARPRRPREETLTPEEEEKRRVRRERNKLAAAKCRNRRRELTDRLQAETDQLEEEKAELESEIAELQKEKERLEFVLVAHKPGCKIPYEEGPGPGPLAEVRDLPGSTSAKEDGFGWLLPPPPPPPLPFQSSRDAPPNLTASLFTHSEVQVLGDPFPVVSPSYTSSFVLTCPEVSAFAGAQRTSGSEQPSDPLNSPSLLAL
* = called active by the depositor; ? = inconclusive; nt = no result given.

SMILES,CDK5 p35 inh,MITF TRPM1 HTS,dFosB act,Rtt109 HAT inh,Tat transport,CAL PDZ FP-2,CAL PDZ FP-1,cardiac RTF act,V-ATPase pH,Wnt act
O=C(CSc1nnc(-c2ccccc2Br)o1)N1CCN(C(=O)c2ccco2)CC1,-17,-3,1,-6,7,-0.7,-2,5,-2,-5
Cc1ccc(C(=O)Oc2cc(N)n(S(=O)(=O)c3ccc(F)cc3)n2)cc1,0.1,-10,-9,4,6,-1.7,20,-8,-2,-2
CN(Cc1nc(CC2CC2)no1)CC12CC3CC(CC(C3)C1)C2,1.9,15,-4,-1,1,-0.7,4,4,2,1
COc1ccc(NC(=O)c2ccc3c(c2)CCN3S(=O)(=O)c2ccccc2)cc1,0.5,-4,-8,7,-9,-2.3,18,5,2,-1
CS(=O)(=O)N1CCC(C(=O)Nc2ccc(F)cc2F)CC1,-0.6,-1,1,1,-9,-1.1,-1,-1,2,nt
CCN(CC)CCNC(=O)Cn1cnc2sc(C)c(S(=O)(=O)N3CC(C)CC(C)C3)c2c1=O (stereo unspecified),0.0,-9,2,1,9,-3.0,-3,-7,-3,-1
CCOC(=O)CNC(=O)C1c2ccccc2Oc2ccccc21,1.2,3,-7,0,5,nt,-1,-7,-2,1
O=C(O)[C@@H]1CCCN1C(=O)COc1ccc2c3c(c(=O)oc2c1)CCC3,-0.8,8,3,8,-7,0.9,4,-1,-3,-1
O=C(N/N=C/C1CC=CCC1)c1cc(-c2cccnc2)nc2ccccc12 (stereo unspecified),-2.6,8,-5,1,-7,-0.6,-2,-2,1,nt
Cc1nc2ccc(NC(=O)c3cccc(C(F)(F)F)c3)cc2o1,0.9,nt,-8,-13,7,-1.3,-3,3,1,nt
CCCCCc1cc(=O)oc2c(C(CCN(CC)CC)c3cc(OC)c(OC)c(OC)c3)c(OC)cc(OC)c12 (stereo unspecified),1.4,-93,7,-1,18,-2.1,-3,-6,1,-19
Nc1nnc(CCS(=O)(=O)c2ccc(Cl)cc2)s1,2.8,15,0,nt,-3,-1.5,-6,4,8,nt
CC(C)(C)c1ccc(-c2nnc(NC(=O)c3ccccc3)s2)cc1,-2.0,57,-2,-1,-1,-4.0,-3,-2,4,nt
COc1ccc(-n2nc(C(=O)NCC(=O)N3CCC(C)CC3)c3ccccc3c2=O)c(OC)c1,0.7,39,-10,-7,1,-2.0,-5,-2,-5,10
CN(C)NC1CCS(=O)(=O)C1 (stereo unspecified),-1.7,-10,-3,-3,-5,1.2,-4,-2,-1,-2
CCNc1nc(NCC)nc(C(=O)Nc2ccccc2)n1,-0.7,-3,-12,12,1,-1.0,-3,11,-3,nt
CC(=O)NCCSc1ccc(S(=O)(=O)N2CCCC2)cn1,-0.6,11,-1,3,-4,-0.1,-2,0,1,0
Cc1nc2nc(SCC(=O)NCCN3CCOCC3)nn2c(C)c1Cc1ccccc1,-1.0,nt,-10,1,-2,-0.3,nt,5,0,nt
COc1cc(OC)c(OC)cc1CN1CCN(C(=O)c2cccc3ccccc23)CC1,1.7,nt,-7,1,9,0.7,7,-8,-1,-1
CCOc1ccccc1C(=O)Nc1cc2c(cc1N1CCCC1)n(CC)c(=O)n2CC,-0.3,-17,-13,30,12,2.0,nt,-2,3,0
CN(C)/C=C(/C(=O)c1ccc(Cl)cc1)S(=O)(=O)c1ccccc1,0.7,?,1,4,4,-0.1,-2,-2,-2,nt
O=C(N/N=C/c1ccc(-c2cccc(C(F)(F)F)c2)o1)c1cccc(F)c1,-2.7,4,0,5,2,0.1,nt,-6,-1,nt
O=C1CC(c2ccco2)Cc2nc(NCC3CCCO3)ncc21 (stereo unspecified),1.0,3,-5,3,-2,-0.9,-2,-1,2,nt
Cc1nc(CS(=O)c2ccc(Cl)cc2)cc(N2CCOCC2)n1 (stereo unspecified),-1.6,-5,1,-1,-6,1.1,-1,-4,-2,nt
COc1cccc2c1cc1c(=O)n(CC(=O)NCCCc3ccccc3)nc(C)n12,2.0,-8,-1,-12,3,-2.0,-4,1,3,nt
CC1=C(C(=O)OCC2CCCO2)C(c2coc3ccccc3c2=O)C2=C(CCCC2=O)N1 (stereo unspecified),0.4,-16,-10,4,-6,-1.6,nt,8,0,-1
CC(C)=N/N=C(\N)SCc1ccccc1,1.5,4,2,-6,-5,0.1,-2,0,-3,10
Cc1ccc(CNC(=O)c2cc(C3CC3)nc3c2cnn3C(C)C)cc1,-0.1,-11,-3,13,-1,0.3,-1,-2,4,-3
O=C(CNC(=S)NC(=O)c1ccc(Br)o1)c1ccccc1,1.1,7,5,10,-4,0.1,-2,0,1,nt
C=CCSc1nccc(=O)[nH]1,0.2,1,-1,10,3,-0.7,nt,4,1,-2
CCN(CC)CCCNC(=O)c1[nH]c2ccccc2c1Sc1ccc(Cl)cc1,-0.1,nt,11,-7,-2,-3.4,-3,-7,0,-2
CC(=O)Nc1c(C)ccc([N+](=O)[O-])c1C,0.0,0,7,0,1,-0.6,2,-10,-4,0
COc1ccc(N2CCN(C(c3cccs3)c3nnnn3C3CCCC3)CC2)cc1 (stereo unspecified),0.6,1,-8,8,7,0.2,4,5,-1,nt
CCOC(=O)CC(=O)N/N=C/c1c(N)n(C)c(=O)n(C)c1=O,-1.6,-4,3,4,-2,-0.3,8,1,0,-5
Cc1cc(Cl)ccc1OCc1nnc(-c2ccccc2C)o1,2.3,116*,-4,1,0,-0.4,-4,0,2,41*
CCN(CC)C(=O)c1ccc(-c2nnc(Nc3ccc(C(=O)N(C)C)cc3)c3ccccc23)cc1,1.2,8,-15,2,3,nt,-2,-4,-6,-3
CCC1(C)Cc2c(sc3c2c(=O)n(C)c2nnc(SCC(=O)c4ccccc4)n32)CO1 (stereo unspecified),-0.1,-8,-1,7,-7,-1.2,1,-1,3,-4
Cc1c(C(=O)NCc2cccnc2)oc2ccc(S(=O)(=O)N3CCCCC3)cc12,-0.2,-23,-6,-6,-1,-1.8,nt,-6,-1,nt
Cc1ccc(O)c(NC(=S)NC(=O)/C=C/c2ccco2)c1,-0.5,30,0,7,-3,1.7,4,0,-3,0
CC1CN(C(=O)c2ccc3c(c2)OCO3)OC(c2ccccc2)O1 (stereo unspecified),-0.2,-4,3,-1,1,-1.5,-5,4,-3,nt
O=[N+]([O-])c1ccc(Nc2ccc(Cl)cc2)nc1,2.8,16,1,-3,-11,0.0,-7,nt,-1,4
COc1ccc(NC(=O)N(C)C[C@H]2Oc3ccc(NS(=O)(=O)c4c(C)noc4C)cc3C(=O)N([C@H](C)CO)C[C@@H]2C)cc1,0.9,-9,2,-17,3,-0.5,-2,9,7,0
COc1cccc(NC(=O)c2cncs2)c1,1.1,-13,4,0,7,0.5,-3,2,7,0
CCCCCCCN(C(=O)CCl)c1ccccc1C,0.9,-16,-3,-1,1,0.1,0,4,1,nt
CC(C)C[C@H]1COCCS(=O)(=O)N1Cc1ccccc1F,0.6,13,1,2,-3,0.5,-11,-5,1,0
CC(C)c1ccc(N2C(=O)CC(Sc3nc4ccccc4o3)C2=O)cc1 (stereo unspecified),-0.1,nt,-3,13,2,-1.8,-2,-6,0,0
CSC1=N/C(=C/c2cccnc2)C(=O)N1Cc1ccccc1,-0.4,nt,-6,18,1,2.0,-6,1,-1,1
O=C(NCCN1CCOCC1)c1cc(-c2ccccc2Cl)on1,1.9,16,-6,2,-1,-1.1,0,1,-1,-1
Cc1cnc(C(=O)NCCc2ccc(C(F)(F)F)cc2)cn1,0.4,3,-5,-7,5,-1.6,nt,-2,1,3
Cc1ccccc1-c1nn(-c2ccc(F)cc2F)cc1CNC1CC1,0.0,-1,2,-2,5,-0.3,2,nt,1,0
CN(C)S(=O)(=O)c1ccc(Cl)c(NC(=O)CN2C(=O)NC3(CCCC3)C2=O)c1,-6.3,-1,-3,-1,-13,0.0,6,-6,2,-3
O=C(NCCc1c[nH]c2ccccc12)/C(=C\c1cccnc1)NC(=O)c1ccco1,3.4,-4,-5,-3,3,-0.6,-2,-2,0,nt
CCN(Cc1ccccc1)C(=O)c1cccnc1,0.7,-3,0,5,-4,0.3,-4,-7,-2,2
NNC(=O)c1ccccc1OCCOc1ccccc1,0.2,-14,3,6,5,-1.2,-5,-12,0,-1
Cc1c(CN(C)C)c2c(n1Cc1ccccc1)C(=O)c1ccc(Br)cc1-2,-2.3,nt,19*,-1,-8,-0.8,5,-4,5,nt
CCCC(=O)NC(c1ccccc1OC)c1ccc2cccnc2c1O (stereo unspecified),-0.3,-81,-13,8,-6,0.1,-4,-3,-1,nt
COc1c(/C=N/Nc2nc(N3CCCCC3)nc(N3CCCCC3)n2)cccc1[N+](=O)[O-],1.3,15,-5,4,-9,-2.8,0,0,2,-5
COc1cccc(/C=C/c2nc(S(=O)(=O)c3ccccc3)c(N(C)C)o2)c1,0.6,-3,-2,5,1,-3.0,19,-4,1,-1
CCCCCOc1ccc(C(=O)Nc2ccc(S(=O)(=O)Nc3cc(C)on3)cc2)cc1,-3.0,-1,-5,-13,-4,-1.7,5,5,0,1
CC(=O)c1cc(O)c2ccccc2c1O,3.9,-4,-8,-17,4,1.8,2,-2,2,2

3 entries from above, ordered by heavy-atom count, ascending:
SMILES,CDK5 p35 inh,MITF TRPM1 HTS,dFosB act,Rtt109 HAT inh,Tat transport,CAL PDZ FP-2,CAL PDZ FP-1,cardiac RTF act,V-ATPase pH,Wnt act
CCN(Cc1ccccc1)C(=O)c1cccnc1,0.7,-3,0,5,-4,0.3,-4,-7,-2,2
NNC(=O)c1ccccc1OCCOc1ccccc1,0.2,-14,3,6,5,-1.2,-5,-12,0,-1
CC(C)c1ccc(N2C(=O)CC(Sc3nc4ccccc4o3)C2=O)cc1 (stereo unspecified),-0.1,nt,-3,13,2,-1.8,-2,-6,0,0

Taken from above:
`Cc1c(CN(C)C)c2c(n1Cc1ccccc1)C(=O)c1ccc(Br)cc1-2` | Tat transport = -8
`O=C(NCCc1c[nH]c2ccccc12)/C(=C\c1cccnc1)NC(=O)c1ccco1` | cardiac RTF act = -2
`COc1cccc(/C=C/c2nc(S(=O)(=O)c3ccccc3)c(N(C)C)o2)c1` | Tat transport = 1
`O=[N+]([O-])c1ccc(Nc2ccc(Cl)cc2)nc1` | CAL PDZ FP-1 = -7
`O=C(NCCN1CCOCC1)c1cc(-c2ccccc2Cl)on1` | CAL PDZ FP-2 = -1.1
`CCN(CC)C(=O)c1ccc(-c2nnc(Nc3ccc(C(=O)N(C)C)cc3)c3ccccc23)cc1` | dFosB act = -15

Compound activity: PubChem BioAssay, several laboratories
